Compound activity: PubChem, several laboratories
EP2 modulator: EP2 receptor modulators, cAMP readout, primary screen, cell-based, HTRF cAMP, PGE2 stimulation; AID 940, 2007; induction, % at 25 µM; EP2-expressing cells, cAMP HTRF FRET, PGE2 co-stimulation; Prostaglandin E2 receptor EP2 subtype (Homo sapiens), P43116; hit rate 0.83% among 260,000;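 active = compounds whose cAMP rise, as percent of the full-agonist control response, exceeds 60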;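 note: rat C6 glioma line stably carrying human EP2 under a CMV promoter; the protocol text gives 20 µM as final concentration; 100% = response of wells given 1 µM PGE2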
NPY2 pot ag: NPY-Y2 potentiators or agonists, primary screen, cell-based; hit rate 0.45% among 220,000; activation, % at 3.6 µM; Neuropeptide Y receptor type 2 (Homo sapiens), P49146; AID 1359, 2008; cells expressing NPY-Y2, potentiator/agonist read-out; in the data active = activation above about 27%;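 note: cells stimulated with NPY near EC25 plus isoproterenol at EC100; 0% = vehicle plus submaximal agonist and 100% = vehicle plus saturating agonist; some results beyond the cut were filed as inactive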
Target sequence (P49146 whole entry, looked up): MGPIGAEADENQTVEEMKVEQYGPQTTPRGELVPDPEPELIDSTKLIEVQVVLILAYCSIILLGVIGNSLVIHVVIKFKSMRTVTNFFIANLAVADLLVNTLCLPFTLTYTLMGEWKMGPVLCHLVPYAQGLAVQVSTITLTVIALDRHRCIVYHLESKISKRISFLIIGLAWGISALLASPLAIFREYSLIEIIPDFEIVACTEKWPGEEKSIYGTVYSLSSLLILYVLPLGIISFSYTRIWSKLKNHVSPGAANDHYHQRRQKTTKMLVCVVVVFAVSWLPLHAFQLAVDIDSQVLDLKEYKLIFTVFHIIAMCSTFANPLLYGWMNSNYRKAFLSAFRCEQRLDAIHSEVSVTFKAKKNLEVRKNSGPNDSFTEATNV
CHOP inhibitor: inhibitors of CHOP promoter induction, primary screen, cell-based, unfolded protein response, luciferase reporter; hit rate 3.8% among 220,000; CHO-K1 CHOP-promoter luciferase, tunicamycin-induced, 15-18 h; inhibition, % at 10 µM; AID 2732, 2010;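 active = compounds that reduced the stress-induced luciferase reporter signal by more than about 70% of percent inhibition, limit read from the data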;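 note: 0% = tunicamycin plus vehicle and 100% = wells without tunicamycin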
TRPML3 ag: human TRPML3 channel agonists, primary screen, cell-based, HEK293 TRPML3-YFP, Fluo-8 calcium fluorescence, 3 µM | Mucolipin-3 (Homo sapiens), Q8TDD5 | 100% = the carbachol control signal | activation, % at 3 µM | hit rate 0.29% among 220,000 | AID 1448, 2008;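 active = activation above its plate's cutoff, the mean activation of the plate's test wells plus 3 SD, cut at about 12% in these data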;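 note: 0% = DMSO only wells and 100% = carbachol wells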
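Test system: HEK293 cells stably carrying human TRPML3-YFP; Doses: single dose, 3 µM final nominal compound, 0.3% DMSO final; Schedule: dye loading 1 h 37 °C then 30 min ambient, 125 s read; Technique: Fluo-8 calcium fluorescence; Benchmarks: high control carbachol 87 µM, low control DMSO.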
NPY-Y1 antag: NPY-Y1 receptor antagonists, primary screen, cell-based; hit rate 1% among 200,000; HEK293-CNG Y1 cells, membrane potential fluorescence; NPY at EC95, then isoproterenol; inhibition, % at 3.6 µM; Neuropeptide Y receptor type 1 (Homo sapiens), P25929; AID 1040, 2008;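 active = inhibition above the campaign mean inhibition of all tested compounds plus 3 SD, cut at about 20% in these data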;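 note: 0% = DMSO wells given NPY plus isoproterenol and 100% = isoproterenol alone without NPY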
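Benchmarks – high control isoproterenol alone, low control NPY with isoproterenol · Material – HEK293 Y1/CNG channel cell line · Times – dye 3 h, compound 60 min room temperature, stimulation 45 min · Probe or stimulus – NPY (25 nM), isoproterenol (1 µM), Ro 20-1724 (25 µM) · Evaluation – % inhibition of NPY effect · Signal – fluorescence, membrane potential probe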
zfTRPN1 agonist: zebrafish TRPN1 channel agonists, primary screen, cell-based, HEK293, calcium fluorescence. transient receptor potential cation channel N1 (TRPN1/NompC), Danio rerio. HEK293 zebrafish TRPN1-YFP, Fluo-8 calcium fluorescence; 100% = response to 87 µM carbachol. activation, % at 3 µM. hit rate 0.18% among 220,000;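 active = activation above its plate's cutoff, the mean activation of test wells on that plate plus 3 SD, cut at about 19% in these data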;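 note: 0% = DMSO alone and 100% = 87 µM carbachol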
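Control set: carbachol 87 µM as high control, DMSO as low control; system: HEK293 stable line with zebrafish TRPN1-YFP; read-out: % activation versus carbachol response; detection: intracellular calcium fluorescence with Fluo-8; doses: single test compound dose, 3 µM nominal, 0.3% DMSO; schedule: dye 1 h 37 °C plus 30 min RT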
S1P4 ag: S1P4 receptor agonists, primary screen, cell-based. S1P4-expressing cell line, agonist reporter assay. AID 1509, 2009. hit rate 0.35% among 220,000. Sphingosine 1-phosphate receptor 4 (Homo sapiens), O95977. activation, % at 4.98 µM; in the data active = activation above about 11%;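 note: 0% = DMSO vehicle and 100% = reference agonist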
Target sequence (O95977 whole entry, looked up): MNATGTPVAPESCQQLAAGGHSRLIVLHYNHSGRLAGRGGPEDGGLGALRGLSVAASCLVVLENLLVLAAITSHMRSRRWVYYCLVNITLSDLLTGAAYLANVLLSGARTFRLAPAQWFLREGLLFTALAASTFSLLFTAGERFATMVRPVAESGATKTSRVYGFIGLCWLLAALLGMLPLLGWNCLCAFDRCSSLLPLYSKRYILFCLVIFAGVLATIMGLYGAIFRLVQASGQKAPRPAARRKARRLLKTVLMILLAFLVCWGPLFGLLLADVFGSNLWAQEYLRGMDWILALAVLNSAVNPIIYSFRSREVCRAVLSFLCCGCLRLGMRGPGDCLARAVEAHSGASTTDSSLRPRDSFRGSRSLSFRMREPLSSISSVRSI
S1P4 antag: S1P4 receptor antagonists, primary screen, cell-based | S1P4-expressing cells, antagonist mode, reporter read-out | inhibition, % at 4.98 µM | hit rate 0.26% among 220,000; in the data active = inhibition above about 29%;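 note: 0% = wells stimulated with agonist and 100% = vehicle wells without agonist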
NPY-Y1 PAM-ag: NPY-Y1 receptor potentiators or agonists, primary screen, cell-based | Neuropeptide Y receptor type 1 (Homo sapiens), P25929 | activation, % at 3.6 µM | hit rate 0.37% among 220,000 | NPY-Y1 expressing cells, potentiator/agonist activation; in the data active = activation above about 33%, passing the limit was not always enough;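 note: cells stimulated with NPY at EC10 then isoproterenol at EC100; 0% = low agonist plus stimulus and 100% = saturating agonist plus stimulus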
Active calls of the source: *; nt = not tested or not shown; & = joins results of further samples.

SMILES	EP2 modulator	NPY2 pot ag	CHOP inhibitor	TRPML3 ag	NPY-Y1 antag	zfTRPN1 agonist	S1P4 ag	S1P4 antag	NPY-Y1 PAM-ag
Cc1ccc(NC(=O)C2=C(O)c3sccc3N(C)S2(=O)=O)cc1	3	31	-2	0.5	-9	0.7	-0.1	-25	32
N#Cc1nc(-c2cccs2)oc1NCc1ccco1	-7	-3	27	0.6	9	-0.1	-1.5	-7	-24
Cc1cc(OC(C)C)c2c(-c3ccccc3)cc(=O)oc2c1	53	-17	79*	0.1	5	-1.8	1.2	-2	-22
CN(c1ccc(F)cc1)S(=O)(=O)c1ccc2[nH]cc(C(=O)O)c(=O)c2c1	13	12	13	0.4	-3	-1.5	0.9	-7	0
Clc1ccc(-n2cccc2CN2CCc3c([nH]c4ccccc34)C2c2ccccn2)nc1 (configuration not stated)	-11	-13	-11	0.2	26*	-2.8	-0.3	11	-17
COc1ccccc1NC(=O)c1ccc(NC(=O)CN2CCCC2)cc1	-41	-16	-2	0.7	-3	1.8	-2.2	5	-1
COc1ccc(C(=O)Nc2ccc(N3CCC(C)CC3)cc2)cc1Br	-28	16	-5	0.8	3	0.3	0.1	10	-5
CCc1ccc(C(c2c(C)nn(-c3ccccc3)c2N)c2c(C)nn(-c3ccccc3)c2N)cc1	-5	9	34	-0.5	-3	0.7	0.9	-19	2
Cc1ccc(Oc2ncnc(N)c2[N+](=O)[O-])cc1	-13	9	15	0.1	0	-0.8	1.3	-25	5
COc1cc(OC)cc(C(=O)N2CCC(N3CCN(c4ccccc4)CC3)CC2)c1	24	-1	51	-0.2	0	-1.4	0.8	-9	-1

NPY-Y1 antag, what is marked active above.
Structure | EP2 modulator | NPY2 pot ag | CHOP inhibitor | TRPML3 ag | NPY-Y1 antag | S1P4 ag | S1P4 antag | NPY-Y1 PAM-ag
Clc1ccc(-n2cccc2CN2CCc3c([nH]c4ccccc34)C2c2ccccn2)nc1 (configuration not stated) | -11 | -13 | -11 | 0.2 | 26* | -0.3 | 11 | -17

(list continues)
SMILES	EP2 modulator	NPY2 pot ag	CHOP inhibitor	TRPML3 ag	NPY-Y1 antag	zfTRPN1 agonist	S1P4 ag	S1P4 antag	NPY-Y1 PAM-ag
COc1ccc([N+](=O)[O-])cc1COc1cc(C)cc2oc(=O)cc(-c3ccccc3)c12	1	2	-4	1.2	-3	1.1	-0.2	5	-6
CCCC(=O)Nc1cccc(NC(=O)c2ccc([N+](=O)[O-])cc2Cl)c1	-12	5	3	0.2	-3	0.3	-0.3	-18	-10
Cc1nnc(SCC(=O)N(C)CC(=O)Nc2ccc(F)cc2)n1Cc1ccccc1	-21	6	-3	-0.3	3	-1.1	-1.4	-7	9
Cc1c(Cl)c(C(=O)N2CCCc3ccccc32)nn1C	-12	11	-3	0.7	-4	1.3	-0.1	-25	21
CCn1c(=O)c2c3c(sc2n(C)c1=O)CCC3	16	-4	30	-0.2	-4	0.1	0.2	-2	7
CCCCNC(=S)Nc1ccc2[nH]c(=O)[nH]c2c1	16	-8	19	0.9	2	0.4	-1.3	3	8
O=C(NC1CCCCC1)N1CCN(C2CCCCC2)CC1	20	0	-6	0.3	10	0.2	2.2	-15	-10
O=C(COC(=O)CCS(=O)(=O)c1ccc(Cl)cc1)NCCc1ccc(Cl)cc1Cl	-3	1	42	0.3	0	-1.0	1.0	-3	-2
Cc1c(O)cc2n(c1=O)-c1ccc(Cl)cc1C2(C)C	-22	0	13	-0.3	-4	2.1	0.4	6	-21
CCOC(=O)CNC(=O)CSc1nc2ncc(Br)cc2[nH]1	21	-20	33	1.1	-2	-0.7	-0.8	-9	-5

Molecules shown so far containing fluorine (2):
SMILES	EP2 modulator	NPY2 pot ag	CHOP inhibitor	TRPML3 ag	NPY-Y1 antag	zfTRPN1 agonist	S1P4 ag	S1P4 antag	NPY-Y1 PAM-ag
CN(c1ccc(F)cc1)S(=O)(=O)c1ccc2[nH]cc(C(=O)O)c(=O)c2c1	13	12	13	0.4	-3	-1.5	0.9	-7	0
Cc1nnc(SCC(=O)N(C)CC(=O)Nc2ccc(F)cc2)n1Cc1ccccc1	-21	6	-3	-0.3	3	-1.1	-1.4	-7	9

The results go on:
SMILES	EP2 modulator	NPY2 pot ag	CHOP inhibitor	TRPML3 ag	NPY-Y1 antag	zfTRPN1 agonist	S1P4 ag	S1P4 antag	NPY-Y1 PAM-ag
CNC(=O)c1nc[nH]c1C(=O)NC	12	6	-24	0.4	1	-0.1	-0.3	-3	13
O=C(Nc1c(F)cc(F)cc1Br)c1cccnc1	32	-7	26	0.3	-7	0.6	-0.1	-19	8
Cc1cc(C(=O)NCc2cc(C)n(C)n2)sc1-c1ccccc1	22	11	30	1.5	-6	1.4	-4.8	-19	20
CN(C)S(=O)(=O)N(CCN1CCOCC1)Cc1ccccc1F	24	-4	6	0.6	2	0.2	1.1	1	7
O=C(Cn1c(=O)oc2cc(S(=O)(=O)N3CCCC3)ccc21)Nc1ccccc1Br	-3	-6	5	1.1	nt	2.2	0.1	0	-6
Cc1cc(-c2nnco2)c(C)n1-c1ccccc1	-16	0	32	-0.1	11	-1.9	0.5	0	-20
CCOC(=O)N1CCN(c2c(NC3CCN(Cc4ccccc4)CC3)c(=O)c2=O)CC1	7	-11	4	0.5	0	-0.5	0.2	-10	-2
CC(C)(C)Nc1nc(OCC#N)nc(N2CCCCC2)n1	47&51	4	25	0.1	0	-1.1	1.0	-5	14
O=C(CCc1nc(-c2ccccc2F)no1)NCCN1CCOCC1	11	11	-2	0.4	0	-1.1	-0.1	1	-9
O=C(NCCCn1ccnc1)C(=O)Nc1ccccc1	6	6	-4	0.9	1	0.1	3.0	-12	9
COCCCn1c(=O)/c(=C\c2ccccc2OC(F)F)s/c1=C(/C#N)C(=O)N1CCOCC1	-1	3	9	0.8	-3	-0.9	0.3	-44	0
O=C(Nc1ccccc1)C1CCCN1C(=O)NCc1ccccc1 (configuration not stated)	23	-5	7	0.1	4	-1.0	1.7	1	9
CC(NS(=O)(=O)c1ccc2c(c1)OCCCO2)C(=O)O (configuration not stated)	4	1	7	0.8	-3	2.7	-1.2	-5	-24
CCOc1cc(NS(=O)(=O)c2ccc(NC(C)=O)cc2)c(OCC)cc1NC(=O)C(C)C	9	1	15	0.4	5	0.9	-0.2	0	-9
CC(C)CNS(=O)(=O)c1ccc(CC(C)C)cc1	23	-5	41	0.0	5	-1.1	1.0	18	-8
COc1cccc(CN(C)C(=S)Nc2ccc(C)c(C)c2)c1	-21	-13	17	-0.4	10	1.2	0.1	-10	-24
CCOc1ccc(OCC)c(S(=O)(=O)NCCOC23CC4CC(CC(C4)C2)C3)c1	13	-1	56	3.6	7	3.1	-0.5	-9	-13
C=CCN1C(=O)C(CC(=O)Nc2ccc(OC)cc2)SC1=Nc1ccc(S(N)(=O)=O)cc1 (configuration not stated)	-18	-9	1	1.1	-2	3.9	-1.3	5	1
COC(=O)c1sccc1NC(=O)c1cc(OC)c(OC)c(OC)c1	25	-12	19	0.3	13	-0.4	-0.6	-4	-6
O=C(O)c1cnc(-c2ccccc2)nc1Sc1ccccc1	-15	-9	-10	0.1	-5	-1.1	0.9	-17	3
CCOC(=O)CN(C)C(=O)CCc1nnc(-c2ccsc2)o1	5	-3	2	0.8	6	0.1	-0.4	-4	4
Cc1ccc(S(=O)(=O)N(C)Cc2ccc(-c3nnco3)cc2)cc1	-33	9	-11	1.0	-6	0.6	-1.4	7	-26
CCOC(=O)Cc1csc(NC(=O)Nc2ccccc2)n1	-28	8	13	2.4	1	6.6	-2.3	-6	2
COCCN1CCN(Cc2nc(C3(c4ccc(C)cc4)CCCC3)no2)CC1	-7	0	11	0.8	-1	-0.5	1.6	-5	8
COc1cccc(C(=O)COC(=O)CCC(=O)NC2CCCCC2)c1	6	-9	-6	0.2	6	-2.6	-1.0	7	10
O=C(CSc1nc(-c2ccccc2)cc(C(F)(F)F)n1)c1cccc([N+](=O)[O-])c1	33	-2	15	-0.2	-2	-0.9	-1.2	-2	-26
O=C1CCCN1CCCNCC(=O)N1c2ccccc2Sc2ccccc21	17	-11	9	-0.1	-3	-1.3	0.9	-18	7
CCCC(=O)NC(Nc1ccc(S(=O)(=O)Nc2ncccn2)cc1)(C(=O)OCC)C(F)(F)F (configuration not stated)	7	14	21	0.5	5	-0.3	-2.7	-4	11
CC(C)c1ccc(N(CC(=O)O)S(=O)(=O)c2cccnc2)cc1	7	-8	9	0.1	-2	0.5	5.4	-20	1
COc1cccc(CN2CCN(Cc3ccc(O)c(OC)c3)CC2CCO)c1 (configuration not stated)	-1	2	-3	1.0	7	0.6	1.9	-18	-5

Continued, starting with the last three of the part before.
SMILES	EP2 modulator	NPY2 pot ag	CHOP inhibitor	TRPML3 ag	NPY-Y1 antag	zfTRPN1 agonist	S1P4 ag	S1P4 antag	NPY-Y1 PAM-ag
CCCC(=O)NC(Nc1ccc(S(=O)(=O)Nc2ncccn2)cc1)(C(=O)OCC)C(F)(F)F (configuration not stated)	7	14	21	0.5	5	-0.3	-2.7	-4	11
CC(C)c1ccc(N(CC(=O)O)S(=O)(=O)c2cccnc2)cc1	7	-8	9	0.1	-2	0.5	5.4	-20	1
COc1cccc(CN2CCN(Cc3ccc(O)c(OC)c3)CC2CCO)c1 (configuration not stated)	-1	2	-3	1.0	7	0.6	1.9	-18	-5
CC(C)C(=O)Nc1ccccc1C(=O)N/N=C/c1ccc([N+](=O)[O-])cc1	-42	4	16	0.3	4	0.8	0.5	-8	6
Cc1nnc(SCCC(=O)Nc2nc(-c3ccccc3)ns2)s1	-8	-1	23	0.0	-1	1.9	-0.6	-6	-16
Cc1ccc2cc(C)c(N3CCC(C)CC3)nc2c1	36	8	-15	-0.7	0	1.8	-2.9	7	-8
O=c1c2ccccc2nnn1CSc1nnc(-c2ccco2)o1	25	-3	3	-0.3	5	-0.1	-0.6	-3	-14
Cc1[nH]n(-c2ccccc2)c(=S)c1C=Nc1ccc([N+](=O)[O-])cc1	7	8	80*	0.6	-4	0.6	-0.4	-19	-14
O=C(NCN1CCN(c2ccccc2F)CC1)c1ccccc1	6	7	10	0.1	4	-0.2	1.3	2	-5
CCOC(=O)c1c(NC(=O)CSc2nnc(N)s2)sc(C)c1-c1ccc(C)cc1	65*	4	58	-0.6	0	0.1	0.2	-11	-11
